Screening results: PubChem BioAssay, NCI
NCI-60 one-dose screen, 48 h, at 10 µM unless noted. Numbers give growth in % (100 = growth as untreated, 0 = no growth, -100 = all killed).
UACC-62: UACC-62 melanoma; 81,000 compounds, 5.4% hits; AID 1794756
MALME-3M: MALME-3M melanoma. 78,000 compounds, 5.8% hits
UACC-257: UACC-257 melanoma | 78,000 compounds, 4.4% hits
T-47D: T-47D breast cancer; 79,000 compounds, 5% hits
HS 578T: HS 578T breast cancer; AID 1794788; 78,000 compounds, 4.1% hits
BT-549: BT-549 breast cancer | 78,000 compounds, 4.4% hits | AID 1794793
SK-MEL-2: SK-MEL-2 melanoma | 77,000 compounds, 4.7% hits | AID 1794763
SK-MEL-28: SK-MEL-28 melanoma; 81,000 compounds, 4.1% hits; AID 1794761
* hit, by the source's call; nt = no result given; & = joins results of further samples. How the source made its calls: active means growth percent below 10; inactive means the rest.

SMILES	UACC-62	MALME-3M	UACC-257	T-47D	HS 578T	BT-549	SK-MEL-2	SK-MEL-28
O=C(OC1=C(OC(=O)c2ccc(N=Nc3ccccc3)cc2)c2ccccc21)c1ccc(N=Nc2ccccc2)cc1	101	104	98	99	101	96	115	106
Clc1nc(Cl)c(C2CC(c3ccc(Br)cc3)=NN2c2ccccc2)s1 (centres undefined)	82	nt	92	83	97	103	98	99
NC(=Nc1nc(-c2ccccn2)cc2ccccc12)c1ccccn1	3.6*	19	-4.4*	16	nt	23	67	nt
COC(=O)c1nc(=S)[nH]c(C(=O)OC)c1C(=O)c1ccccc1	93	97	123	107	99	124	104	105
COc1cc(OC)c(NC(=O)c2ccccc2Cl)cc1Cl	108	89	nt	83	105	90	89	103
N#Cc1ccc2c(c1)OCO2	101	94	nt	100	111	101	100	111
O=c1c2ccccc2nc(CN2CCOCC2)n1/N=C/c1ccc(Cl)cc1	97	104	100	94	100	nt	108	103
CC(=O)Nc1ccc(S(=O)(=O)c2ccc(NC(C)=O)cc2)cc1	89&106	106&124	109&106	96&102	76&108	120&112	102&116	93&117
COc1ccc(OC)c([N+](=O)[O-])c1	102	120	106	102	79	120	142	117
Cc1cc2oc(/C=C/c3ccccc3)cc(=O)c2c(C)c1Cl	90	94	97	87	119	101	103	95
CCN(CC)CCNC(=O)c1cn2ncnc(Oc3ccc(NC(=O)Nc4ccc(Cl)c(C(F)(F)F)c4)cc3)c2c1C	-81*	-81*	-83*	-64*	-44*	-33*	-52*	-90*
O=C(O)c1cn(C2CC2)c2cc(N3CCN(C(=O)CCCN4C(=O)S/C(=C/c5cccc([N+](=O)[O-])c5)C4=O)CC3)c(F)cc2c1=O	90	90	92	108	92	97	97	104
COc1cc(C2CC(c3cccc(Nc4ccnc5cc(Cl)ccc45)c3)=NN2c2ccc(Cl)cc2)cc(OC)c1OC (centres undefined)	9.0*	44	57	31	65	82	nt	51
COc1ccc(Cl)cc1Nc1nc(C(F)(F)F)ccc1C(=O)NN	9.6*	8.8*	28	29	96	20	12	13
CC(O)CNc1nc(N)[nH]c(=O)c1N=Nc1ccccc1 (centres undefined)	99	nt	108	85	108	103	99	108
C/C(=C/c1cccs1)C(=O)c1ccccc1	103	105	100	106	97	111	102	103
COc1ccc(NC(=O)c2sc3nc(C)c(C(=O)/C=C/c4ccccc4)cc3c2N)cc1	52	97	98	58	34	50	89	86
N#CC1C=C(c2ccc(Cl)cc2)N(c2cccc3cccc(N4C(=O)C(C#N)C=C4c4ccc(Cl)cc4)c23)C1=O (centres undefined)	94	109	100	87	100	100	98	105
Cc1ccc(NC(=O)c2sc3nc(C)c(Br)c(C)c3c2N)cc1C	95	77	105	82	44	71	99	96
C#CCn1c2c(c3ccccc31)C[C@]1(C)[C@H]3CC=C4[C@@H]5CC(C)(C)CC[C@]5(C(=O)N5CCOCC5)CC[C@@]4(C)[C@]3(C)CC[C@H]1C2(C)C	87	112	105	88	108	97	104	100
O=C(O)c1ccc(-n2cc(CNc3cccc(F)c3)c(-c3cc(C(F)(F)F)cc(C(F)(F)F)c3)n2)cc1	95	87	96	68	74	112	100	100
Nc1nc(Nc2ccncc2)nn1Cc1cccc(Br)c1	100	104	113	111	113	123	112	119
O=[N+]([O-])c1ccc2cc(O)c(=S)[nH]c2c1	101	103	115	92	105	107	106	120
O=C(Nc1ccc2cc3ccc(NC(=O)N4CCCCCC4)cc3nc2c1)N1CCCCCC1	-67*	-85*	-76*	-30*	-33*	-67*	-69*	-82*
CC1(c2ccccc2)OC(=O)c2ccccc21 (centres undefined)	96	102	103	92	102	105	102	108
O=S(=O)(Nc1nccs1)c1ccc(Nc2nc(N3CCOCC3)c3ccccc3n2)cc1	99	102	116	100	105	98	103	100
Cc1cc(O)c(C(C)C)cc1N=Cc1ccc([N+](=O)[O-])cc1	93	90	114	56	nt	108	105	114
O=C(CCCC1SCC2NC(=O)NC21)NCCCc1cn(CCOCc2ccccc2)nn1 (centres undefined)	97	105	99	103	120	110	115	109
COc1ccc(-c2cc(-c3cc(OC)c(OC)c(OC)c3)c(C#N)c(N)n2)cc1OC	88	110	117	76	74	112	103	104
C#C[C@]1(O)CC[C@@H]2C3[C@H](C)CC4=C(CCC(=O)C4)[C@H]3CC[C@@]21C (some centres undefined)	84	106	100	76	94	100	nt	111
Cc1ccc(-n2c(-c3ccc(Cl)cc3)cc(C(=O)OCCO)c2C)cc1O	82	102	100	66	84	95	86	94
O=C(CCc1c[nH]c2ccccc12)Nc1nnc(Cc2ccccc2)s1	43	107	nt	78	119	108	52	121
O=C(COc1cccc(/C=C2\CSc3ccccc3C2=O)c1)Nc1nccs1	64	17	86	69	-8.3*	-93*	69	-0.1*
c1ccc(Nc2nnc(-c3cccnc3)o2)cc1	101	110	95	89	104	99	105	100
NS(=O)(=O)c1ccc(Nc2nc(N/N=C/c3cc(Br)c(O)c(Br)c3)nc(Nc3ccccc3)n2)cc1	-27*	42	97	26	-8.3*	-14*	-5.4*	34
O=C(Nc1ccc(C(F)(F)F)cc1)Nc1ccc2oc(=O)ccc2c1	28	-1.9*	1.0*	19	50	nt	30	38
CC1=C(C(=O)c2cnccn2)C(c2ccc(O)cc2)NC(=O)N1 (centres undefined)	98	107	104	95	97	101	106	107
COc1cc2cn3c4ccc(O)cc4[nH]c(=O)c3c2cc1OC	-9.2*	1.2*	-10*	nt	-11*	nt	nt	12
N=c1oc2ccc(Br)cc2cc1C(=O)Nc1cc(-c2ccccc2)nn1-c1ccccc1	85	100	102	88	112	99	99	101
CCCCOc1ccc(NC(=O)c2sc3nc(C)ccc3c2N)cc1	40	23	54	15	nt	-12*	49	51
N#CC1CCc2c(c(-c3cn[nH]c3C(F)(F)F)nc3c(F)cc4[nH]ncc4c23)C1 (centres undefined)	8.9*	18	49	2.0*	-8.7*	-12*	-35*	25
Clc1cccc(CSc2ncnc3c2ncn3C2CCCCO2)c1 (centres undefined)	83	123	81	80	116	106	106	104
Nc1nc(-c2ccccc2)cc(-c2cc(-c3ccccc3)nc(N)n2)n1	105	108	112	104	119	119	108	118
CS(=O)(=O)c1nccc(-c2c(-c3cccc(OCc4ccccc4)c3)nc3occn23)n1	99	101	107	98	101	118	105	107
O=C(Nc1ccc(Nc2ncccn2)cc1)NC1C=c2ccccc2=CC1 (centres undefined)	93	114	95	100	100	102	102	107
O=C1/C(=C/c2cccc(Br)c2)COc2ccc(O)cc21	43	79	100	20	60	48	79	99
CCOC(=O)/C=C/c1ccc(F)cc1	102	106	86	100	97	110	112	109
O=C1OC(Cc2ccccc2)C(c2ccccc2)C1=O (centres undefined)	94	115	107	85	108	105	103	106

Reprinted from the part before: four entries; new compounds follow.
SMILES	UACC-62	MALME-3M	UACC-257	T-47D	HS 578T	BT-549	SK-MEL-2	SK-MEL-28
O=C(Nc1ccc(Nc2ncccn2)cc1)NC1C=c2ccccc2=CC1 (centres undefined)	93	114	95	100	100	102	102	107
O=C1/C(=C/c2cccc(Br)c2)COc2ccc(O)cc21	43	79	100	20	60	48	79	99
CCOC(=O)/C=C/c1ccc(F)cc1	102	106	86	100	97	110	112	109
O=C1OC(Cc2ccccc2)C(c2ccccc2)C1=O (centres undefined)	94	115	107	85	108	105	103	106
O=C(CCCSc1nc2ccccc2[nH]1)Nc1nnc(-c2ccccc2)o1	105	135	nt	100	136	112	100	124
C=CCc1cc(C)ccc1O	108	101	104	97	134	132	121	109
C[C@@H](C[C@H](CCO)c1ccccc1)c1cc2ccccc2o1	92	107	83	93	95	106	105	98
Cc1cnc(C)[nH]1	96	106	103	101	88	102	100	108
O=C(Nc1ccc2c3c(cccc13)CC2)c1cc2c([nH]c1=O)CCCC2	105	107	110	96	104	93	105	114
NS(=O)(=O)c1cccc(N/C=C/C(=O)c2cc3cc(Br)ccc3oc2=O)c1	100	91	96	96	110	98	104	103
O=CNNc1ccccc1	nt	99	97	nt	92	nt	100	97
CN(C)c1ccc(/C=C2/C=C(c3ccccc3)OC2=O)cc1	93	96	89	87	101	99	85	105
COC(=O)c1cc2c(cc1C(=O)OC)[n+](Cc1ccc3ccccc3c1)cn2Cc1ccc2ccccc2c1	99	95	120	79	102	108	86	106
CC1([N+](=O)[O-])COC(c2cccc3ccccc23)OC1 (centres undefined)	92	110	101	123	102	114	106	119
COc1cc2oc(-c3cccc(NC(=O)Nc4ccc5c(c4)OCO5)c3)cc(=O)c2c(OC)c1OC	62	76	nt	nt	59	60	72	74
CC(C)=CCc1cc(O)cc2c1OC(C=C(C)C)C1=C2C(=O)C2=C(NCCS2(=O)=O)C1=O (centres undefined)	-19*	-93*	nt	-10*	11	18	-29*	-33*

Record cards, as listed above:
CN(C)c1ccc(/C=C2/C=C(c3ccccc3)OC2=O)cc1 is listed with UACC-62 = 93; MALME-3M = 96; UACC-257 = 89; T-47D = 87; HS 578T = 101; BT-549 = 99; SK-MEL-2 = 85; SK-MEL-28 = 105
NS(=O)(=O)c1cccc(N/C=C/C(=O)c2cc3cc(Br)ccc3oc2=O)c1 is listed with UACC-62 = 100; MALME-3M = 91; UACC-257 = 96; T-47D = 96; HS 578T = 110; BT-549 = 98; SK-MEL-2 = 104; SK-MEL-28 = 103

The listing picks up; the seven compounds before the break are reprinted first.
SMILES	UACC-62	MALME-3M	UACC-257	T-47D	HS 578T	BT-549	SK-MEL-2	SK-MEL-28
NS(=O)(=O)c1cccc(N/C=C/C(=O)c2cc3cc(Br)ccc3oc2=O)c1	100	91	96	96	110	98	104	103
O=CNNc1ccccc1	nt	99	97	nt	92	nt	100	97
CN(C)c1ccc(/C=C2/C=C(c3ccccc3)OC2=O)cc1	93	96	89	87	101	99	85	105
COC(=O)c1cc2c(cc1C(=O)OC)[n+](Cc1ccc3ccccc3c1)cn2Cc1ccc2ccccc2c1	99	95	120	79	102	108	86	106
CC1([N+](=O)[O-])COC(c2cccc3ccccc23)OC1 (centres undefined)	92	110	101	123	102	114	106	119
COc1cc2oc(-c3cccc(NC(=O)Nc4ccc5c(c4)OCO5)c3)cc(=O)c2c(OC)c1OC	62	76	nt	nt	59	60	72	74
CC(C)=CCc1cc(O)cc2c1OC(C=C(C)C)C1=C2C(=O)C2=C(NCCS2(=O)=O)C1=O (centres undefined)	-19*	-93*	nt	-10*	11	18	-29*	-33*
CS(=O)(=O)CC1=NC(=N)N=C1CS(C)(=O)=O	92	96	90	nt	94	104	114	108
COc1cc(NC(=O)c2ccc(-c3cccc(Cl)c3)o2)ccc1NC(=O)C(C)C	103	100	nt	77	94	97	98	104
CCCCCCCCCCCCCCCCCC	108	102	99	89	117	91	108	104
CCOC(=O)c1ccc(N2C(=O)c3ccc(C(=O)O)cc3C2=O)cc1	101	104	95	90	94	106	93	107
O=C(COc1cccc2cccnc12)Nc1ccc(C(=O)/C=C/c2ccccc2)cc1	91	111	110	94	113	104	104	103
Nc1cccc(C(=O)Nc2ccc3c(O)c(N=Nc4ccccc4)c(S(=O)(=O)O)cc3c2)c1	95	109	111	109	115	104	121	100
O=C(NC(Cc1ccccc1)c1nnc2n(Cc3ccccc3)c(=O)c3c4c(sc3n12)CCCC4)c1ccccc1 (centres undefined)	84	101	108	89	99	107	90	94
OC(c1ccccc1)c1nc2ccccc2[nH]1 (centres undefined)	103&99	118&114	102&116	102&110	109&101	95&105	134	107&121
CCOC(=O)C(C)C/C(C)=N/NC(N)=O (centres undefined)	nt	99	76	88	98	100	90	110
CC(C)C(C#N)C(N)=O (centres undefined)	108	103	106	100	107	99	105	114
O=C(O)c1cc(I)ccc1O	nt	90	104	112	111	86	107	113
COCCCNC1=C(C#N)C(=O)NC(c2cccs2)S1 (centres undefined)	92	104	111	89	112	96	119	113
C[C@@H](C[C@H](CCOCc1cccnc1)c1ccccc1)c1ccoc1	85	102	96	nt	90	101	86	104
COc1ccc(C(=O)/C=C/c2cc(OC)c(O)c([N+](=O)[O-])c2)cc1	98	105	97	87	110	98	109	107
